# Screening results as filed in PubChem BioAssay.
# TCR-CD3 inh: inhibitors of human TCR-CD3 interaction, primary screen, biochemical, fluorescence, TAMRA-labeled TCR probe; inhibition, % at 9.4 µM; hit rate 0.37% among 360,000; in the data active means inhibition above about 19%;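 further: recombinant mutant TCR 2C K166C tagged with TAMRA read by polarization; 0% = receptor in buffer alone and 100% = receptor with positive control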
# HTRA1 inhibitor: HTRA1 serine protease inhibitors, primary screen, biochemical, fluorescence polarization, HTS; inhibition, % at 5.96 µM; recombinant HTRA1, FP-rhodamine activity-based probe; Q92743; hit rate 0.5% among 340,000; in the data active means inhibition above about 36%;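 further: 0% = enzyme with DMSO and 100% = wells lacking enzyme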
# Target sequence (Q92743 whole entry, looked up): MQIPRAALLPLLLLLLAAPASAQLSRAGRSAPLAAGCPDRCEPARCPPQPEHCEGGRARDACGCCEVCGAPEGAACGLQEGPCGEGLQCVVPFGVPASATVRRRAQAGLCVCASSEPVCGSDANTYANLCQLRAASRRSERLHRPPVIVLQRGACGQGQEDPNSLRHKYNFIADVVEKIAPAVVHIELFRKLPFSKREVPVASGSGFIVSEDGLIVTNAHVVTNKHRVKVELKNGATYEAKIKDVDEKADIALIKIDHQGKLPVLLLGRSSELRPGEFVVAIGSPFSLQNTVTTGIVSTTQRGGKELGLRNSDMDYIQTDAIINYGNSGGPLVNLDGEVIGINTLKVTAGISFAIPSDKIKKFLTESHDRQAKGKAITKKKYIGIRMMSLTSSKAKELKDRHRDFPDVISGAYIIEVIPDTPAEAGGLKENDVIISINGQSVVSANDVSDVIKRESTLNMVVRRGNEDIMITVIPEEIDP
# LEDGF integ inh: blockers of LEDGF/p75-dependent integrase strand transfer – biochemical, TR-FRET, high throughput, primary screen | inhibition, % at 3.7 µM | hit rate 0.64% among 370,000 | AID 743269, 2014 | TR-FRET IN-LEDGF/p75 DNA integration, Eu/Cy5;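 active means inhibition above the screen-wide mean plus 3 SD, cut at about 13% in these data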;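 further: signal is the Cy5 over europium emission ratio at 671 and 618 nm; 0% = plate median of compound wells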
# GC-B act: human GC-B receptor activators, primary screen, HEK293 GC-B cells, cGMP TR-FRET, EC30 CNP; Atrial natriuretic peptide receptor 2 (Homo sapiens), P20594; 0% at EC30 CNP, 100% saturating CNP; activation, % at 10 µM; hit rate 0.11% among 370,000; AID 1920062, 2024;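 active means activation at 10 µM reaching about 35% in either raw or pattern-adjusted values, limit read from the data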
# rCAG binder: binders of r(CAG) RNA repeats, primary screen, biochemical, fluorescence | r(CAG) RNA repeat, TO-PRO-1 dye displacement fluorescence | inhibition, % at 3 µM | hit rate 1.3% among 370,000 | AID 651821, 2012;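 active means inhibition above the plate cutoff, the mean of all test compounds on that plate plus 3 SD, cut at about 35% in these data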;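 further: 0% = DMSO alone and 100% = 100 µM mitoxantrone as full dye displacement; higher means more dye released from RNA so lower well fluorescence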
# PRMT1 FP inh: PRMT1 methyltransferase inhibitors, primary screen, biochemical, fluorescence polarization | inhibition, % at 2.79 µM | AID 652257, 2013 | hit rate 1.3% among 370,000 | recombinant PRMT1, activity-based probe fluorescence polarization | Protein arginine N-methyltransferase 1 (Homo sapiens), Q99873;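 active means inhibition above about 21% made by adding two undisclosed values, limit read from the data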
# MBD2 DNA inh: inhibitors of MBD2 binding to methylated DNA, primary screen, biochemical, TR-FRET, DNA-binding domain, human. hit rate 0.31% among 370,000. inhibition, % at 4.4 µM. MBD2 binding to methylated oligonucleotide. AID 686964, 2013. Methyl-CpG-binding domain protein 2 (Homo sapiens), Q9UBB5; in the data active means inhibition above about 13%
# Target sequence (Q9UBB5 whole entry, looked up, the tested form may be a part): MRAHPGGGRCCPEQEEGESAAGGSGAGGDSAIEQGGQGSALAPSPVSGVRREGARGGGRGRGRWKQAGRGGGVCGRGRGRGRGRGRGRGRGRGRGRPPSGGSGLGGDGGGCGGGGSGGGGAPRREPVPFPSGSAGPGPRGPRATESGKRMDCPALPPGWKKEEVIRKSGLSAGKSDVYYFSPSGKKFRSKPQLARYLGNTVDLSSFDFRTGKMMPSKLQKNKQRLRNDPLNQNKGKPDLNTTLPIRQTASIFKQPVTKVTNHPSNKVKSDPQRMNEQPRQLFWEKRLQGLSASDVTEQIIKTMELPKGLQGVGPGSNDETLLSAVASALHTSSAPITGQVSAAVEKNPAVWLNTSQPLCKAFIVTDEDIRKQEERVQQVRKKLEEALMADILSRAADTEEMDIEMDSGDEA
# mABHD4 FP: ABHD4 inhibitors, primary screen, biochemical, fluorescence polarization, mouse; AID 720543, 2013; purified mABHD4, FP-Rh probe fluorescence polarization; hit rate 0.54% among 370,000; (Lyso)-N-acylphosphatidylethanolamine lipase (Mus musculus), Q8VD66; inhibition, % at 8.92 µM;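 active means inhibition exceeding the mean over every tested compound plus 3 SD, cut at about 30% in these data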;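 further: 0% = plate median of compound wells and 100% = S159A mutant with DMSO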
#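 system = mouse ABHD4 enzyme, wild type | medium = HEPES pH 7.0, NaCl, Pluronic buffer | also added = FP-Rh probe | incubation = Enzyme–compound pre-incubation 45 min, then probe 60 min, both 25 °C | technique = fluorescence polarization, excitation 525 nm, emission 598 nm, BODIPY TMR filters | controls = S159A mutant high control, sample median low control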
# TDP2 absorb: human TDP2 enzyme inhibitors, primary screen, biochemical, epi absorbance, recombinant enzyme; Tyrosyl-DNA phosphodiesterase 2 (Homo sapiens), O95551; T5PNP hydrolysis, p-nitrophenol absorbance 415 nm; inhibition, % at 12.8 µM; hit rate 0.34% among 370,000; AID 720702, 2013;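 active means inhibition above the mean of all tested compounds plus 3 SD, set per campaign, cut at about 25% in these data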;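 further: 0% = DMSO with enzyme and 100% = buffer with substrate but no TDP2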
#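 test system = human TDP2 enzyme | input = TDP2 enzyme at 120 nM final | medium = 50 mM Tris-HCl pH 7.5 with Mg2+, KCl, DTT, BSA | also added = T5PNP substrate, 5 mM | times = 2 h at 37 °C | technique = epi absorbance | benchmarks = high control without enzyme, low control DMSO plus TDP2 | replication = each compound tested once, singlicate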
# SIAE primary: human SIAE inhibitors, primary screen, biochemical, fluorescence polarization, FP-Rh probe, 1536-well HTS; SIAE FP-Rh probe binding; AID 1053197, 2014; inhibition, % at 9.66 µM; Sialate O-acetylesterase (Homo sapiens), Q9HAT2; hit rate 0.69% among 370,000;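 active means inhibition above a cutoff: mean of compounds within the control limits plus 3 SD of those, cut at about 17% in these data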;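 further: 0% = plate median of compound wells and 100% = probe without SIAE protein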
# Starred values were filed as active, the others as inactive; · = no result given. This is a subset; the hit share may differ from the screen's.
SMILES,TCR-CD3 inh,HTRA1 inhibitor,LEDGF integ inh,GC-B act,rCAG binder,PRMT1 FP inh,MBD2 DNA inh,mABHD4 FP,TDP2 absorb,SIAE primary
COC(=O)C1=C(c2ccc(OCc3ccccc3)cc2)C[C@@H]2CC[C@H]1N2C(=O)NCc1ccc(N(C)C)cc1,-2,4,2,3,8,-1,-1,20,-9,1
COC(=O)C1=C(c2ccc3ccccc3c2)C[C@@H]2CC[C@H]1N2C(=O)NCC1CC1,1,-3,0,-2,2,2,3,-1,7,-6
Clc1ccccc1NC1=NCCCS1,0,4,3,3,1,-1,-6,2,15,8
COC(=O)C1=C(c2cccc(C#N)c2)C[C@@H]2CC[C@H]1N2C(=O)NCC1CC1,-6,6,-2,2,-6,0,1,0,-1,-3
COc1ccc(C2C3C=CC(C3)C2C(=O)O)cc1 (stereo not drawn),2,1,3,-9,1,-3,3,-7,-3,13
O=C(Cc1ccccc1)N1CCN(Cc2c[nH]c3ccccc23)CC1,-7,-1,0,1,-8,1,4,-1,-12,-5
C=C1C(=O)O[C@H]2C[C@@H](C)[C@@H]3C=CC(=O)[C@@]3(C)C[C@H]12,7,·,-1,10,-1,1,0,-3,-5,-5
COC(=O)C1=C(c2ccc(F)cc2OCc2ccccc2)C[C@@H]2CC[C@H]1N2C(=O)NCc1ccc(Br)cc1,-2,-53,1,-8,3,-2,2,-15,-8,-7
CC(=O)Nc1ccccc1C(=O)OCc1ccc(F)cc1,3,3,1,-1,-6,0,-3,-3,5,5
CC(=O)OC1CC2OC3C=C(C)CCC3(C)C1(C)C21CO1 (stereo not drawn),7,·,1,8,-1,-3,2,-3,-4,-2
CC12CCC(=O)CC1CCC1C2C(=O)CC2(C)C1CCC2(C)O (stereo not drawn),-5,1,-3,0,0,-1,2,5,4,4
CNC(=O)NC(O)C(Cl)(Cl)Cl (stereo not drawn),1,9,2,-2,1,-1,2,1,-7,-2
CC1(C)C(=O)CC[C@@]2(C)C1=CCC1C2CC[C@]2(C)C(=O)CCC12 (stereo partly drawn),-4,-4,3,2,-2,-5,-6,-5,-10,-3
CCCCn1nnnc1C(c1cccc(OC)c1OC)N1CCC2(CC1)C(=O)NCN2c1ccccc1 (stereo not drawn),6,·,-4,-9,4,0,2,1,-3,-6
CCC1CCC(C)N(N=O)C1 (stereo not drawn),-1,8,0,8,1,-4,-1,-1,-3,-2
COc1ccc(Br)cc1CNCCc1ccc2c(c1)OCO2,-1,8,0,-16,1,0,0,7,10,-4
Cc1cc(/C=C2/C(=O)NC(=O)N(c3ccc(Br)cc3)C2=O)c(C)n1C,0,1,-1,-3,9,4,5,-4,5,-16
O=C1NC(=O)C(=Cc2ccc(N3CCN(C(=O)c4ccccc4)CC3)c([N+](=O)[O-])c2)C(=O)N1,8,-7,-2,-1,-1,8,-2,4,16,10
O=C1NC(=O)C(CCc2ccncc2)(C2CCCCC2)C(=O)N1,-1,1,3,3,-1,-4,0,2,-3,-5
C=C(CC1CC(O)[C@]2(C)OC3CC4OC5C[C@]6(C)O[C@]7(C)CCC8OC9C[C@]%10(C)OC%11C(C)=CC(=O)OC%11CC%10OC9C[C@@H](C)C8OC7CC6O[C@]5(C)C/C=C\C4OC3CC2O1)C(=O)O (stereo partly drawn),5,4,0,4,3,1,-1,5,0,-2
CC(C)n1c(=O)c(C=Nc2ccc(F)cc2)c(O)n(Cc2ccco2)c1=O,-6,-4,6,-8,13,0,3,-3,-6,-3
Cc1ccc(N=Cc2c(O)n(-c3ccc(C)cc3)c(=O)[nH]c2=O)cc1,-4,5,1,0,6,2,-3,-1,-6,-3
COc1ccc(CCNCc2ccncc2)cc1,8,5,14*,2,1,-1,-4,8,6,6
C[C@]12CCC3[C@@H](CCC4=CC(=O)CC[C@@]43C=O)C1CCC2=O (stereo partly drawn),-1,2,-3,2,0,6,0,4,1,-1
CCn1c(P(C)(=O)O)nc2ccccc21,1,4,4,-3,-1,1,4,2,-1,8
O=c1[nH]c(=O)n(CCC2=CCCCC2)c(O)c1C=NCCN1CCNCC1,0,-1,2,0,11,2,5,-7,-6,2
CCCC(=O)NC(Oc1ccc(OC)cc1)C(Cl)(Cl)Cl (stereo not drawn),7,1,-2,-2,-7,0,-3,-2,-1,3
CC(C)(C)c1nc(NCc2ccc3c(c2)OCO3)c2nnn(Cc3ccccc3Cl)c2n1,-6,4,2,3,0,-5,-3,6,2,6
Cc1cccc(-n2c(O)c(/C=N/Nc3nc4c(c(=O)n(C)c(=O)n4C)n3C)c(=O)[nH]c2=S)c1,-3,-5,-1,0,13,9,-3,8,-8,-3
Cc1cc(C)[n+](CCCC[n+]2c(C)cc(C)cc2C)c(C)c1,12,0,0,5,-1,0,1,2,-3,-5
O=C1NCN(c2ccccc2)C12CCN(C(c1nnnn1Cc1ccccc1)C1CC1)CC2 (stereo not drawn),2,·,4,-14,1,-2,-3,5,4,2
O=C1NC(=O)C(=Cc2ccc(-c3ccccc3[N+](=O)[O-])o2)C(=O)N1,-13,4,0,13,1,7,-5,3,11,11
CC12CN3CC(C)(CN(C1)C3c1cccnc1)C2=O (stereo not drawn),-7,5,0,1,1,2,6,-8,-5,-7
COC12CCC3(CC1C(C)(O)C(C)(C)C)[C@H]1Cc4ccc(OC5OC(C(=O)O)[C@@H](O)C(O)[C@H]5O)c5c4[C@@]3(CCN1CC1CC1)C2O5 (stereo partly drawn),-9,-7,0,10,28,6,-2,8,0,-3
O=C1NCN(c2ccccc2)C12CCN(C(c1ccccc1OC(F)(F)F)c1nnnn1Cc1ccccc1)CC2 (stereo not drawn),4,·,-1,-4,3,-1,-4,1,1,-3
Cc1ccc2[nH]c(C)c(CCNCc3cccnc3)c2c1,1,5,-2,-5,0,4,-5,3,13,-1
O=C1NC(=O)C(=Cc2ccc(N3CCOCC3)cc2)C(=O)N1,-3,7,-1,0,-1,12,-3,9,4,3
COC(=O)C1=C(c2cc3ccccc3s2)C[C@@H]2CC[C@H]1N2C(=O)N1CCC(O)CC1,10,-3,2,6,-9,-1,-7,-1,-4,1
C[C@@H]1C(=O)O[C@@H]2[C@H](O)C34[C@@H]5OC(=O)C3(O[C@H]3OC(=O)[C@H](O)C34[C@H](C(C)(C)C)[C@H]5O)[C@@]12O (stereo partly drawn),-4,-2,1,-2,5,1,1,8,-5,3
CN1CCCC2c3ccccc3CCC21 (stereo not drawn),3,3,-1,3,4,3,-3,3,-3,1

# Given with bars between the fields: part of the list above
Molecule | TCR-CD3 inh | HTRA1 inhibitor | LEDGF integ inh | GC-B act | rCAG binder | PRMT1 FP inh | MBD2 DNA inh | mABHD4 FP | TDP2 absorb | SIAE primary
O=c1[nH]c(=O)n(CCC2=CCCCC2)c(O)c1C=NCCN1CCNCC1 | 0 | -1 | 2 | 0 | 11 | 2 | 5 | -7 | -6 | 2
CCCC(=O)NC(Oc1ccc(OC)cc1)C(Cl)(Cl)Cl (stereo not drawn) | 7 | 1 | -2 | -2 | -7 | 0 | -3 | -2 | -1 | 3
CC(C)(C)c1nc(NCc2ccc3c(c2)OCO3)c2nnn(Cc3ccccc3Cl)c2n1 | -6 | 4 | 2 | 3 | 0 | -5 | -3 | 6 | 2 | 6
Cc1cccc(-n2c(O)c(/C=N/Nc3nc4c(c(=O)n(C)c(=O)n4C)n3C)c(=O)[nH]c2=S)c1 | -3 | -5 | -1 | 0 | 13 | 9 | -3 | 8 | -8 | -3
Cc1cc(C)[n+](CCCC[n+]2c(C)cc(C)cc2C)c(C)c1 | 12 | 0 | 0 | 5 | -1 | 0 | 1 | 2 | -3 | -5
O=C1NCN(c2ccccc2)C12CCN(C(c1nnnn1Cc1ccccc1)C1CC1)CC2 (stereo not drawn) | 2 | · | 4 | -14 | 1 | -2 | -3 | 5 | 4 | 2
O=C1NC(=O)C(=Cc2ccc(-c3ccccc3[N+](=O)[O-])o2)C(=O)N1 | -13 | 4 | 0 | 13 | 1 | 7 | -5 | 3 | 11 | 11
CC12CN3CC(C)(CN(C1)C3c1cccnc1)C2=O (stereo not drawn) | -7 | 5 | 0 | 1 | 1 | 2 | 6 | -8 | -5 | -7
COC12CCC3(CC1C(C)(O)C(C)(C)C)[C@H]1Cc4ccc(OC5OC(C(=O)O)[C@@H](O)C(O)[C@H]5O)c5c4[C@@]3(CCN1CC1CC1)C2O5 (stereo partly drawn) | -9 | -7 | 0 | 10 | 28 | 6 | -2 | 8 | 0 | -3
O=C1NCN(c2ccccc2)C12CCN(C(c1ccccc1OC(F)(F)F)c1nnnn1Cc1ccccc1)CC2 (stereo not drawn) | 4 | · | -1 | -4 | 3 | -1 | -4 | 1 | 1 | -3
Cc1ccc2[nH]c(C)c(CCNCc3cccnc3)c2c1 | 1 | 5 | -2 | -5 | 0 | 4 | -5 | 3 | 13 | -1

# (continued)
SMILES,TCR-CD3 inh,HTRA1 inhibitor,LEDGF integ inh,GC-B act,rCAG binder,PRMT1 FP inh,MBD2 DNA inh,mABHD4 FP,TDP2 absorb,SIAE primary
CC[N+](C)(CC)CCCCOc1ccc2c(c1)C(=O)c1cc(OCCCC[N+](C)(CC)CC)ccc1-2,6,-4,0,-21,8,-2,17*,2,17,3
CC(=O)OC1CCC2(/C=N/O)C(=CCC3C4CCC(=O)C4(C)CCC32)C1 (stereo not drawn),-4,4,0,2,-7,4,8,4,5,-3
OCC(Cl)CCl (stereo not drawn),0,2,-2,-3,-1,0,5,-6,8,-1
O=C1NC(=O)C(Sc2ccccc2[N+](=O)[O-])C(=O)N1,3,16,4,4,5,57*,-2,13,51*,6
Cn1c(O)c(C(=NCCc2c[nH]c3ccccc23)c2ccccc2)c(=O)n(C)c1=O,2,4,-2,2,-1,-3,-3,6,-3,8
CN1CCc2cc3c(cc2[C@H]1[C@@H]1OC(=O)c2c1ccc1c2OCO1)OCO3,4,7,-1,-1,2,3,5,-1,-4,-1
c1ccc(C2(NC3=NCCO3)CCCCC2)cc1,3,1,1,-3,3,-2,3,2,11,-1
COc1ccc(CCNCc2cc(OC)cc(OC)c2)cc1,0,5,1,-11,1,-5,3,6,6,3
